HP1b chromo inh: HP1-beta chromodomain-methylated histone interaction inhibition; P83916; AlphaScreen HP1-beta / biotin-H3K9me3 peptide binding; Potency, µM (doses to about 114 µM), without a hit: at the top dose activity change, negative = inhibition, most hits filed as inhibitors; hit rate 0.56% among 390,000; further: potency means the concentration at half of the fitted maximal effect; nearly all actives have a fitted effect of over 70% in size; inactives centre near 23
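HP1-beta protein (50 nM final) preincubated 30 min at room temperature with biotinylated H3(1-18)K9me3 peptide (50 nM) in PBS pH 7.4, 0.01% Tween-20, then compound added for 30 min. AlphaScreen streptavidin donor/nickel chelate acceptor beads (10 ug/mL final), 30 min dark, luminescence read.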
JMJD2A Tudor inh: JMJD2A Tudor domain (human) inhibition. O75164. AID 504339. AlphaScreen JMJD2A-Tudor / H3K4me3 peptide binding. Potency, µM (top dose mostly 114 µM), without a hit: at the highest dose activity change, negative = inhibition, hits mostly inhibitors. hit rate 4.4% among 390,000; further: potency means the concentration at half of the fitted maximal effect; on the % scale 0 is the no-effect control and ±100 the full control effect; nearly all actives have a fitted effect of over 50% in size
Target sequence (O75164 whole entry, looked up, the tested form may be a part): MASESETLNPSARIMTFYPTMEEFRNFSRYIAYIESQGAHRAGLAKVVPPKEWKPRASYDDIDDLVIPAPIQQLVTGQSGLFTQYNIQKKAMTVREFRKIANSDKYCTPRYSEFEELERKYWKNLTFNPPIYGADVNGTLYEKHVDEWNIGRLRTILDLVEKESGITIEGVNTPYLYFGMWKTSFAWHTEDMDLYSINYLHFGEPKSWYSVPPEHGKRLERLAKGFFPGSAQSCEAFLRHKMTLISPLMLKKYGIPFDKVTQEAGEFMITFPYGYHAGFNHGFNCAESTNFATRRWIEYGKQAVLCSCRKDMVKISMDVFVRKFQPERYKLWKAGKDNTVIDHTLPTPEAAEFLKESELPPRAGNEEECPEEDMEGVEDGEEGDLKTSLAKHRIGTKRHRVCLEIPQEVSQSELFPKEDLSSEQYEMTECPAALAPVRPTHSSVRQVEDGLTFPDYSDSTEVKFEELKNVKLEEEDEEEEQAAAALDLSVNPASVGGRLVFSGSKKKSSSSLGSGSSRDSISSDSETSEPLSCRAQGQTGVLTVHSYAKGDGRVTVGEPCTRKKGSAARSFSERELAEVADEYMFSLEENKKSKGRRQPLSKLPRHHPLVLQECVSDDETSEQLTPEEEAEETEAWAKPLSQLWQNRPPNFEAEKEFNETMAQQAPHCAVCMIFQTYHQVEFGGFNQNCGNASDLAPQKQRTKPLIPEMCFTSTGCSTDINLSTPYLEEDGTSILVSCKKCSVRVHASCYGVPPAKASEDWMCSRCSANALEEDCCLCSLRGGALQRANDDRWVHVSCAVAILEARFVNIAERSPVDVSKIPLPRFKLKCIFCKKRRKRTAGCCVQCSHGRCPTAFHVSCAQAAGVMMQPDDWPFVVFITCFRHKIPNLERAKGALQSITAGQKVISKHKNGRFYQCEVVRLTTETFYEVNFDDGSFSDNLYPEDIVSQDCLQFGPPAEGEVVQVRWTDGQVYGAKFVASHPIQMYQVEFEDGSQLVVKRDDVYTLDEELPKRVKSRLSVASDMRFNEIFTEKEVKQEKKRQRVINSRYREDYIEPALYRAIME
BAZ2B block: BAZ2B (human) inhibition; hit rate 4.4% among 360,000; AlphaScreen BAZ2B-H3K14Ac peptide displacement; AID 504333; Potency, µM (doses to about 114 µM), without a hit: at the highest dose activity change, negative = inhibition, usual class: inhibitors; further: potency means the concentration at half of the fitted maximal effect; on the % scale 0 is the no-effect control and ±100 the full control effect; nearly all actives have a fitted effect of over 60% in size
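Compounds, titrated to a top concentration of 110 uM, were incubated 30 min at room temperature with preformed BAZ2B/acetyl-K14 H3 peptide complex (50 nM each). Proximity signal was measured by AlphaScreen after 20 min with beads.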
Pol eta inh: DNA polymerase eta (human) inhibition | Q9Y253 | recombinant Pol eta, fluorescent DNA replication assay | Potency, µM (highest dose often 114 µM), for inactives: at the top dose activity change, negative = inhibition, hits mostly inhibitors | hit rate 1.2% among 390,000; further: potency means the concentration at half of the fitted maximal effect; on the % scale 0 is the no-effect control and ±100 the full control effect
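Fluorescent replication assay: 50 nM final substrate added after a 15 min room-temperature compound preincubation with 10 nM enzyme. Signal taken at 0 min and again at 10 min.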
PI4K2A inh: blocks human PI4K2A kinase activity; purified PI4K2A, ADP-Glo luminescence, 1 h; active compounds read low; activity change, negative = inhibition, % at 76.9 µM; hit rate 0.13% among 420,000; AID 1346378; in the data active means activity change below about -50%; inconclusive means mostly about -30% to -49%;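 further: -100% = wells without enzyme as full effect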
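ADP-Glo luminescence measured ADP generated by PI4K2A enzyme (4 ug/mL before mixing) with 1.2 mM PI substrate (pre-mix) and 300 microM ATP (pre-mix). Tris pH7.5 buffer with MgCl2, Triton X-100; 1 h reaction at ambient temperature.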
PGK inhibitor: blocks T. brucei phosphoglycerate kinase. hit rate 0.043% among 380,000. PGK/GAPDH coupled, Kinase-Glo luminescence, 60 min. P07378. Potency, µM (top dose mostly 57.5 µM), for the others: top-dose activity change, negative = inhibition, hits mostly inhibitors; further: potency means the concentration at half of the fitted maximal effect; on the % scale 0 is the no-effect control and ±100 the full control effect; nearly all actives have a fitted effect of over 60% in size
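Luminescent ATP detection (Kinase-Glo Plus) follows a 60-minute room-temperature incubation, with wells lacking PGK as controls. Buffer: 100 mM TEA (pH 7.6), 5 mM MgCl2, 0.01% Tween-20. Coupling enzyme GAPDH (100 nM final) supplies unstable 1,3-BPG in-well.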
GLS inhibitor: glutaminase GLS (human) inhibition; GLS enzymatic activity, qHTS titration; Potency, µM (series often up to 45.5 µM), for inactives: top-dose activity change, negative = inhibition, actives largely listed as inhibitors; hit rate 0.21% among 410,000; AID 624170; further: potency means the concentration at half of the fitted maximal effect; on the % scale 0 is the no-effect control and ±100 the full control effect
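Enzyme dispensed in phosphate buffer (45 mM, pH 8.2, 0.02% Tween-20), compounds pinned in, then 1 mM L-glutamine solution and the glutamate oxidase–HRP–Amplex Red mix added; fluorescence read immediately and again after 30 min at room temperature.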
Pin1 inh: human Pin1 inhibition; Pin1 FP peptide displacement, HiFluor488, 10 min; Potency, µM (titrated, usually from 115 µM), without a hit: at the top dose activity, negative = inhibition, most hits filed as inhibitors; hit rate 0.009% among 390,000; AID 504891; active means well fitted inhibition curve with a large enough effect in the polarisation, with a control signal flat, not every such curve was filed as active; inconclusive means small, poorly fitted or top-dose-only effect, or effect the other way, or a change in a side signal; inactive means no such curve, though single readings can be large or run the other way; the % refers to the polarisation; further: potency means the concentration at half of the fitted maximal effect; on the % scale 0 is the no-effect control and ±100 the full control effect
G9a block: inhibitors of human histone lysine methyltransferase G9a | Q96KQ7 | Potency, µM (highest dose often 102 µM), for the others: at the top dose activity, negative = inhibition, hits mostly inhibitors | hit rate 8.8% among 350,000 | G9a H3K9 monomethylation, AlphaScreen, 2 h; further: potency means the concentration at half of the fitted maximal effect; on the % scale 0 is the no-effect control and ±100 the full control effect; nearly all actives have a fitted effect of over 75% in size
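Methyltransferase reactions run at room temperature for 2 h (20 nM enzyme, 500 nM biotin-H3K9 peptide, 20 uM SAM) after a 15 min compound preincubation; product detected by AlphaScreen beads and anti-H3K9me1 antibody.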
Starred values were filed as active, the others as inactive; i = inactive; ? = inconclusive; / = no result given; [ ] = another dose, or the depositor's remark. Unless noted, the call rests on the fitted dose curve; in most records, active means well fitted curve in the direction sought with a large enough effect; inconclusive means small, poorly fitted or top-dose-only effect, or another doubt; inactive means no such curve, though single readings can be large; an effect the other way counts as inactive or inconclusive. These rows are one share of the data, so the mix of outcomes need not match the whole.

Values run as follows: Pin1 inh, Pol eta inh, G9a block, JMJD2A Tudor inh, PI4K2A inh, GLS inhibitor, PGK inhibitor, BAZ2B block, HP1b chromo inh
- CCCn1c(=O)n(CC(=O)NCC2CCCO2)c(=O)c2c3c(sc21)COC(C)(C)C3 (stereo not given)
 : 2%, -6%, 44%, 0%, -7, 0%, -8%, 0%, 50%
- COc1ccc(CNC(=O)CSC(=S)N2CCCC2)cc1
 : 5%, -11%, 3%, -6%, 1, -5%, -8%, -4%, 36%
- Cc1cc(C(=O)NC2CCCc3ccccc32)c(C)o1 (stereo not given)
 : 7%, 2%, -27%[59 µM], -12%, -2, 4%, -1%, -26%, -2%
- O=C(COC(=O)c1ccc2ccccc2n1)Nc1ncc(C(F)(F)F)cc1Cl
 : 4%, -8%, 45µM*, -10%, -1, -1%, -8%, -1%, 30%
- CCC(C)(C)n1nnnc1C(c1ccc(OC)c(OC)c1)N1CCN(c2ccc(OC)cc2)CC1 (stereo not given)
 : 0%, -12%, 11µM*, 28µM*, 2, 6%, 7%, 50µM*, -19%
- Cc1cc(C)n(C(=O)c2ccc(Cn3nc(C)c(Br)c3C)o2)n1
 : 5%, -7%, 17%[59 µM], 14%, 3, /, -11%, -1%, 16%
- CN(C)S(=O)(=O)N(CC(=O)Nc1ccc(F)c(F)c1)c1ccccc1
 : -12%, ?, -4%[59 µM], -3%, -4, -2%, -9%, ?, 12%
- CCCC(NC(=O)CCl)c1ccccc1 (stereo not given)
 : 5%, -1%, ?, -4%, 6, 6%, -2%, 7%, 23%
- CC1CCCCC1NC(=O)c1ccc(NS(=O)(=O)c2ccc3[nH]c(=O)[nH]c3c2)cc1 (stereo not given)
 : -2%, -12%, -29%, 2%, 3, -3%, i, 10%, 25%
- CC(C)C(C)NC(=O)COc1ccc(S(=O)(=O)N2CCOCC2)cc1[N+](=O)[O-] (stereo not given)
 : 1%, -11%, ?, -3%, 6, -2%, -2%, 3%, 42%[activator]
- Cc1cccc(C)c1Nc1c(-c2ccccc2Cl)nc2cnccn12
 : 0%, -16%, 3%[59 µM], 11%, 0, -11%, 3%, 16%, 79%[activator]
- CCOC(=O)c1c(C)nc2c(c1-c1ccccc1)C(=O)CC(C)(C)C2
 : -10%, -3%, 18%[0.0925 µM], -16%, -1, 17%, 0%, 10%, 18%
- Cc1[nH]c2ccccc2c1C(c1ccccn1)c1c(C)[nH]c2ccccc12
 : -2%, 1%, 28µM*, -25%, 5, 1%, -3%, 35µM*, -4%
- CCOC(=O)CSc1nnc(CNC(=O)c2ccc(S(=O)(=O)N3CCOCC3)cc2)n1C
 : 2%, 7%, -37%, -6%, 6, 0%, -8%, /, 33%[57 µM]
- O=c1c2nnn(Cc3ccc(Cl)cc3)c2ncn1Cc1ccc(F)cc1
 : 19%, 4%, -51%, -6%, 9, -12%, -5%, 3%, 16%
- O=C(Nc1ccc(/C=C/c2nc3ccccc3o2)cc1)c1cccc(C(F)(F)F)c1
 : 5%, ?, -39%, -12%, 10, 7%, 3%, -7%, 32%
- COc1ccc(CCNC(=O)CSc2nnc3ccc(-c4ccccn4)nn23)cc1OC
 : 2%, -10%, 47%, -13%, -3, 1%, i, 6%, 3%
- COc1ccc(CN2CC(C(=O)NCCCN3CCOCC3)CC2=O)cc1 (stereo not given)
 : 0%, ?, -4%[59 µM], 7%, 6, -8%, -6%, 1%, 25%
- Nc1nonc1OCCOCCOCCOc1nonc1N
 : -12%, -16%, -32%, -5%, 5, 6%, i, 13%, 9%
- COc1cccc(/C=C2\CCC(C3CCCC3)C2=O)c1OC (stereo not given)
 : 2%, -19%, 98%[activator], 74%[activator], 3, -7%, -8%, 54%[activator], 187%[activator]

With a hit mark in JMJD2A Tudor inh, of those listed so far:
Values run as follows: Pin1 inh, Pol eta inh, G9a block, JMJD2A Tudor inh, PI4K2A inh, GLS inhibitor, PGK inhibitor, BAZ2B block, HP1b chromo inh
- CCC(C)(C)n1nnnc1C(c1ccc(OC)c(OC)c1)N1CCN(c2ccc(OC)cc2)CC1 (stereo not given)
 : 0%, -12%, 11µM*, 28µM*, 2, 6%, 7%, 50µM*, -19%

(next part)
Values run as follows: Pin1 inh, Pol eta inh, G9a block, JMJD2A Tudor inh, PI4K2A inh, GLS inhibitor, PGK inhibitor, BAZ2B block, HP1b chromo inh
- COc1cc2c(cc1OC)CN(c1ccc3ccccc3n1)CC2
 : 2%, -19%, ?, -4%, 4, -14%, -9%, -14%, 22%[57 µM]
- CC(C)N1C(=O)C2(OCCCO2)c2cc(Br)ccc21
 : -5%, -3%, /, 12%, 2, 2%, 2%, 49%[activator], 33%
- O=C(Nc1ccc2nc(SCC(=O)N3CCCc4ccccc43)sc2c1)c1ccccc1
 : 24%, -3%, -34%[59 µM], -19%, 4, -10%, i, -6%, 7%
- Cc1ccc(C)c(OCC(=O)O/N=C(\N)c2cccnc2)c1
 : 2%, -7%, /, 15%, -23, 5%, 7%, -6%, 12%
- O=C(c1cc(COc2cccc3cnccc23)on1)N1CCCC(CCCO)C1 (stereo not given)
 : -3%, -11%, 88%[activator], 2%, 0, 0%, -9%, 0%, 48%[activator]
- Cc1ccc(NC(=S)N2CCN(C(=O)c3ccccc3)CC2)c(C)c1
 : -1%, -16%, 17%, -33%, 4, 14%, i, /, 14%
- CC(NC(=O)COC(=O)c1ccc2c(c1)OCCO2)c1ccccc1 (stereo not given)
 : 0%, -12%, /, -4%, -1, -17%, -10%, /, 19%
- O=C(O)c1cccc(Nc2nc3ccccc3nc2NS(=O)(=O)c2ccccc2)c1
 : -6%, -9%, /, 7%, -1, -21%, 0%, /, 20%
- O=C(Cc1ccc(F)cc1)N1CCC(c2nc3c(nnn3Cc3ccc(F)cc3)c(=O)[nH]2)CC1
 : -1%, -23%, ?, -16%, -1, 3%, i, -17%, 12%
- CCc1cc2c(=O)c(Oc3ccccc3F)c(C)oc2c(CN(C)C)c1O
 : 1%, -11%, 8%[12.7 µM], ?, -2, 7%, -2%, -6%, 19%
- COc1ccc(OCC(=O)NNC(=O)C2CCC2)cc1
 : -8%, -20%, /, 4%, -3, -1%, i, /, 20%
- Cc1cc(C)cc(NC(=O)CCc2c(C)nc3c4cccnc4nn3c2C)c1
 : -13%, 3%, 14%[59 µM], -6%, -10, -11%, -4%, 0%, 41%[activator]
- CC1CCN(C(=O)COC(=O)c2ccc(N3CCCC3=O)cc2)CC1
 : 11%, -27%, 3%[59 µM], 3%, -5, -3%, 3%, 10%, 26%
- O=C(CSc1nnc(CSc2nc3ccccc3s2)o1)NC1CCCCC1
 : 5%, -11%, 6%[59 µM], 3%, 7, 3%, i, /, 28%
- CCOC(=O)c1cc2c(=O)n3ccccc3nc2n(C)c1=NC(=O)c1cc2ccccc2o1
 : 1%, -4%, 2%[59 µM], -16%, 1, 1%, i, 6%, 35%[activator]
- Cc1ccc(C)c(N2CCN(C(=O)CCc3nc(-c4cccc(C(F)(F)F)c4)no3)CC2)c1
 : 0%, -12%, /, -16%, 2, 3%, -9%, /, 20%
- O=c1cnn([C@@H]2O[C@H](CO)[C@@H](O)[C@H]2O)c(=O)[nH]1
 : 2%, -3%, 2%[59 µM], -10%, -5, 0%, 1%, 1%, 9%
- O=C(Cc1ccc(-n2c(=O)[nH]c3ccsc3c2=O)cc1)NCc1cccnc1
 : 2%, -15%, -15%, -5%, 3, -8%, i, -6%, 28%
- CC1=C(C(=O)N2CCOCC2)CC(CC(=O)NC2CCCCC2)C(=O)N1Cc1ccc(C(C)(C)C)cc1 (stereo not given)
 : /, -7%, /, /, -3, -4%, -5%, /, /
- CN(C)S(=O)(=O)c1cccc(NC(=O)COC(=O)/C=C/c2ccc(Br)o2)c1
 : 1%, ?, 45µM*, -14%[11.4 µM], -10, 0%, -7%, -33%, ?
- CCOc1cc(/C=C/C(=O)OCC(=O)NCc2ccco2)cc(Cl)c1OC
 : 4%, ?, 50µM*, ?, -3, 21%, -17%, ?, -14%
- CCOc1ccc(N(C(=O)CNC(=O)c2ccco2)C(C(=O)NCC2CCCO2)c2ccccc2)cc1 (stereo not given)
 : 0%, 7%, 15%, -5%, -16, 3%, 1%, 2%, 12%
- COc1cc(/C=C/c2ccc(O)cc2)cc(OC)c1
 : -1%, -5%, 2%[59 µM], -29%, 0, 15%, i, -34%, -17%
- O=C(CSC1CC(=O)N(CC(c2ccccc2)c2ccccc2)C1=O)Nc1ccc(Cl)cc1 (stereo not given)
 : 10%, -5%, -5%, -11%[57.1 µM], -2, -1%, 2%, ?, 38%
- CC(C)CN(C(=O)COc1ccc(Br)cc1C=O)C1CCS(=O)(=O)C1 (stereo not given)
 : -11%, -11%, ?, 1%, 2, -1%, 1%, 1%, 24%
- CCCCN(C(=O)CNC(=O)c1cccs1)C(C(=O)NC1CCCCC1)c1cccnc1 (stereo not given)
 : 0%, 11%, -6%[59 µM], -20%, -3, -3%, i, -4%, 33%
- O=C(NCCN1CCCC(O)C1)c1cc(COc2cccc(C(F)(F)F)c2)on1 (stereo not given)
 : /, -9%, /, /, -4, -8%, -8%, /, /
- CCC1CN(C(=O)Nc2cc(OC)cc(OC)c2)c2ccccc2S1 (stereo not given)
 : ?, -23%, 6%[59 µM], -18%, -4, 0%, -3%, -13%, 19%
- COC(=O)Cc1ccc(OC(=O)CCS(=O)(=O)c2ccc(C)cc2)cc1
 : -1%, -18%, ?, -6%, -1, -2%, 1%, 9%, 34%
- COc1cccc(NC(=O)CN(C)C(=O)c2ccc3ccccc3c2)c1
 : 5%, -12%, -3%[59 µM], -21%, 4, 0%, -8%, 5%, 12%

High-throughput results deposited in PubChem by National Center for Advancing Translational Sciences (NCATS).
